Compound activity as filed in PubChem BioAssay.
GPR151 activ: activates the human receptor GPR151; Q8TDV0; PathHunter beta-arrestin GPR151 cells, luminescence; activation, % at 11.2 µM; 650,000 compounds, 1% hits; in the data active = activation above about 4.9%;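 also: 0% = median of compound wells and 100% = cells with positive control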
Target sequence (Q8TDV0 whole entry, looked up): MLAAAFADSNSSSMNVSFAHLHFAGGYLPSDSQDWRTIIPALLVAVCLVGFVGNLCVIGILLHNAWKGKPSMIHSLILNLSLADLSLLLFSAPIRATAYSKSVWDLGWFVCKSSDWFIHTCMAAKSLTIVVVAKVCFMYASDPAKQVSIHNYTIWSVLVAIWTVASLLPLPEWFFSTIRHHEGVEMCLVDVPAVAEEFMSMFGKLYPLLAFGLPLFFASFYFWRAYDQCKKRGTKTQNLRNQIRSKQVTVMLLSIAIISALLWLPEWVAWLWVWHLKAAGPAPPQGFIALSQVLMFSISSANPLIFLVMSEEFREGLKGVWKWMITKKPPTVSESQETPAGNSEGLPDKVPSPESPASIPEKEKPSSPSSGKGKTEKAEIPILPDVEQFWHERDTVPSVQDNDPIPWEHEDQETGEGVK
TEAD-YAP block: TEAD-YAP interaction inhibition | 640,000 compounds, 1.4% hits | HEK-TIYL cells, TEAD-Gal4/YAP UAS-luciferase luminescence | AID 1259422 | inhibition, % at 9.12 µM; in the data active = inhibition above about 32%;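 also: 0% = median of test compound wells and 100% = reference inhibitor wells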
MITF primary: inhibitors of human MITF; O75030; AlphaScreen MITF homodimerization, bead proximity signal; inhibition, % at 2.6 µM; 650,000 compounds, 0.91% hits; AID 1259374; in the data active = inhibition above about 50%;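 also: 0% = vehicle wells with protein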
Target sequence (O75030 whole entry, looked up): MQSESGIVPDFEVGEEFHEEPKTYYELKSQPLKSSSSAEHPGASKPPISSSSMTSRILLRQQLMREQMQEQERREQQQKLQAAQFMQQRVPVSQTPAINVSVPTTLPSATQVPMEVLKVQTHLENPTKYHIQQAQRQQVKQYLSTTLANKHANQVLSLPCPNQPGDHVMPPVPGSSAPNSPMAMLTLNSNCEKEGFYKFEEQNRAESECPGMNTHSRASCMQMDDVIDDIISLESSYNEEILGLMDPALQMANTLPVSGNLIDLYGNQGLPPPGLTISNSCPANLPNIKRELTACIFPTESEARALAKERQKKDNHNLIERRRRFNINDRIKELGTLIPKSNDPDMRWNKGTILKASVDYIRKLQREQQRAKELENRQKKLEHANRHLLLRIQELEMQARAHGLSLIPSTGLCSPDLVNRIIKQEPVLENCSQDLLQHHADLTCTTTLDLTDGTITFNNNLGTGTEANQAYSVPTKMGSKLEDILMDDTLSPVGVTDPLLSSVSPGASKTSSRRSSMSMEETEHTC
FBW7 activator: human FBW7 E3 ligase activation, primary screen | Q969H0 | AlphaScreen FBW7–phospho-cyclin E peptide binding, activator screen | normalized activity (activation), % at 26.1 µM | 650,000 compounds, 0.13% hits | AID 1259310; in the data active = normalized activity above about 1.9%;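 also: purified mutant Fbw7 with reduced substrate affinity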
The depositor's hits bear a star; / = not tested or not shown.

1: Cc1ccc(/C=C/C(=O)O)cc1S(=O)(=O)NCc1ccco1
2: Cc1cccc(NC(=O)C2CCCN2S(=O)(=O)c2cccc3cccnc23)c1C (stereo not given)
3: CC(=O)Nc1ccc(S(=O)(=O)C(C#N)c2nc3ccccc3nc2NCCCO)cc1 (stereo not given)
4: CCn1c(C(=O)O)c(CC(=O)Nc2cc([N+](=O)[O-])ccc2OC)c2ccccc21
5: Cc1ccc(S(=O)(=O)N(CC(=O)N2CCN(C)CC2)c2cccc(Cl)c2C)cc1
6: OC(CNC1CCCCC1)CNC1CCCCC1
7: Cc1nnc(-c2ccc(NC(=O)COc3ccccc3)cc2)o1
8: CCCOC(=O)c1ccc(NC(=O)c2cccc([N+](=O)[O-])c2C)cc1
entry no. | 1 | 2 | 3 | 4 | 5 | 6 | 7 | 8
GPR151 activ | 1.2 | 0.1 | 1.6 | 0.7 | 0.2 | 0.3 | -0.3 | -0.1
TEAD-YAP block | -1 | -19 | 7 | -3 | 5 | 12 | -11 | 6
MITF primary | 11 | 10 | 8 | 7 | -5 | 5 | 17 | 22
FBW7 activator | -0.1 | 0.0 | 0.0 | 0.0 | 0.1 | 0.4 | 0.8 | 0.3

9: COCCNC(=S)NCCc1cc2c(OC)ccc(OC)c2[nH]c1=O
10: O=C(COC(=O)COc1ccc(Cl)cc1)Nc1ccc(Cl)cn1
11: COc1ccc(CCN2C(=O)CCn3c2nc2c3c(=O)[nH]c(=O)n2C)cc1OC
12: CC(C)(C)c1ccc(C(=O)N/C(=C\c2ccc([N+](=O)[O-])cc2)C(=O)Nc2ccc(Br)cc2)cc1
13: CCCn1c(=O)c(C(=O)Nc2cccnc2)c(O)c2ccccc21
14: CC(c1nccs1)N(C)C(=O)CCc1nnc(Cc2c[nH]c3ccccc23)o1 (stereo not given)
15: Cc1cccc(OC(=O)NCCCCNC(=O)Oc2cccc(C)c2)c1
16: CCCCC12CN3CC(C)(CN(C1)C31C(=O)N(C)c3ccccc31)C2=O (stereo not given)
entry no. | 9 | 10 | 11 | 12 | 13 | 14 | 15 | 16
GPR151 activ | 1.6 | 0.2 | -0.2 | 0.2 | 2.7 | 1.3 | 0.3 | -0.3
TEAD-YAP block | -3 | 1 | 16 | -3 | -5 | 8 | 6 | 6
MITF primary | 4 | -13 | 1 | -5 | -3 | 4 | 5 | 8
FBW7 activator | 0.1 | -0.1 | -0.1 | 0.2 | 0.0 | 0.0 | 0.1 | 0.0

17: CNC(=O)c1c(NC(=O)c2ccc(OC)c(OC)c2)sc2c1CCC(C)C2 (stereo not given)
18: Nc1cc(=O)nc(SCC(=O)Nc2nc(-c3ccccc3)cs2)n1-c1ccccc1
19: CCCNC(=O)CSc1nnc(-c2ccc(F)cc2)o1
20: Cc1cc(F)ccc1NS(=O)(=O)c1cccs1
21: Cc1ccc2c(c1)N(C(=O)c1ccc([N+](=O)[O-])cc1)C(C)(C)c1ssc(=S)c1-2
22: O=C(NCc1ccc(Cl)cc1)c1nn2c(C(F)(F)F)cc(-c3ccccc3)nc2c1Cl
23: O=C(N/N=C/c1cccnc1)C1CC1(c1ccccc1)c1ccccc1 (stereo not given)
24: CC(=O)Nc1ccc(NC(=O)CSc2nc(C)cc(=O)[nH]2)cc1
entry no. | 17 | 18 | 19 | 20 | 21 | 22 | 23 | 24
GPR151 activ | -0.5 | -0.1 | -0.9 | 1.5 | 3.4 | 0.2 | -1.1 | -0.7
TEAD-YAP block | -5 | 11 | -3 | -13 | -3 | 6 | -1 | 2
MITF primary | -8 | 6 | -6 | -2 | 8 | 14 | 19 | 10
FBW7 activator | 0.1 | 0.4 | 0.1 | 0.0 | -0.1 | 0.6 | 0.1 | 0.7

Looked up above.
CNC(=O)c1c(NC(=O)c2ccc(OC)c(OC)c2)sc2c1CCC(C)C2 (stereo not given) in MITF primary reads -8
Nc1cc(=O)nc(SCC(=O)Nc2nc(-c3ccccc3)cs2)n1-c1ccccc1 in FBW7 activator reads 0.4
Cc1ccc2c(c1)N(C(=O)c1ccc([N+](=O)[O-])cc1)C(C)(C)c1ssc(=S)c1-2 in GPR151 activ reads 3.4
CC(=O)Nc1ccc(NC(=O)CSc2nc(C)cc(=O)[nH]2)cc1 in GPR151 activ reads -0.7

Continuation.
25: Cc1cc(C)n(C(=O)c2ccc(C(C)(C)C)cc2)n1
26: COc1cccc(C2C(C(=O)Nc3cccc(F)c3)=C(C)NC3=C2C(=O)CC(C)(C)C3)c1OC (stereo not given)
27: COc1ccccc1CNC(=O)C(=O)Nc1ccc2nc3n(c(=O)c2c1)CCCCC3
28: COc1cccc(-n2c(SCC(=O)Nc3cc(OC)ccc3OC)nc3n[nH]c(C)c3c2=N)c1
29: Cc1ccc(Nc2ccc(NC(=O)CCc3ccccc3)cc2)nn1
30: Cc1ccc(/C=C/C(=O)Nc2ccc(C(N)=O)cc2)cc1
31: Cc1ccc(C(=O)NNC(=O)CSc2nnc(Cn3cnc4ccccc43)o2)cc1
32: CC(=O)Nc1ccc(CN2CCOCC2)cc1
entry no. | 25 | 26 | 27 | 28 | 29 | 30 | 31 | 32
GPR151 activ | -0.8 | 1.1 | -1.1 | -0.3 | -2.4 | 1.5 | -0.5 | -0.6
TEAD-YAP block | 3 | 3 | 0 | 1 | 0 | -26 | 9 | -3
MITF primary | -6 | 7 | -6 | 29 | -6 | 13 | -5 | 42
FBW7 activator | 0.0 | 0.2 | -0.3 | 0.1 | 0.1 | -0.1 | 0.0 | 0.1

33: Cc1ccccc1OCCNC(=O)CCCC(=O)NCCOc1ccccc1C
34: CCN1CCN(CCCNC(=O)c2cc3c(-c4cccc(OC)c4)nn(C)c3s2)CC1
35: O=C(/C=C/c1ccc(Cl)cc1)NCCc1ccccc1
36: Cc1ccc(C(C)CCN2CCc3nncn3CC2)o1 (stereo not given)
37: Cc1cc(=O)n2ccc([N+](=O)[O-])c(O)c2n1
38: COc1ccc(CC(=O)NCC2(c3ccccc3)CCCC2)cc1OC
39: COc1cc(NC(=O)CCN2CCN(c3ccccc3F)CC2)cc(OC)c1
40: Brc1ccc2c(c1)C(c1ccccc1)=Nc1ccc(Br)cc1C(c1ccccc1)=N2
entry no. | 33 | 34 | 35 | 36 | 37 | 38 | 39 | 40
GPR151 activ | -0.2 | 0.4 | -0.2 | -0.1 | -0.4 | 1.8 | 0.0 | 0.4
TEAD-YAP block | 6 | -1 | -26 | -10 | -7 | 1 | 11 | -7
MITF primary | 13 | -4 | -9 | 4 | -2 | -1 | 5 | -14
FBW7 activator | -0.3 | -0.1 | 0.1 | 0.0 | -0.7 | 0.1 | -0.2 | 0.0

41: COc1cc(OC)c(OC)cc1/C=C1\SC(=S)NC1=O
42: O=C(N/N=C/C=C(\Br)c1ccccc1)c1ccn[nH]1
43: CC(=O)NCC1Cc2cc(-c3nc(C)cnc3C)ccc2O1 (stereo not given)
44: O=C(Cn1cnc2c(oc3ccccc32)c1=O)NC1CCCC1
45: COc1ccc(C2=CC(c3ccc(F)cc3)n3nnnc3N2)c(OC)c1 (stereo not given)
46: CCCC1NC(C(=O)O)Cc2c1[nH]c1ccccc21 (stereo not given)
47: CCOC(=O)C1=C(N)Oc2n[nH]c(C)c2C1c1ccccc1 (stereo not given)
48: CCCOC(=O)c1c(NC(=O)CCC(=O)O)sc2c1CCCCC2
entry no. | 41 | 42 | 43 | 44 | 45 | 46 | 47 | 48
GPR151 activ | 0.8 | -4.1 | 0.5 | -0.5 | 0.6 | -0.3 | 1.4 | 1.4
TEAD-YAP block | 7 | -22 | -9 | -3 | 3 | -1 | 2 | 7
MITF primary | 10 | 16 | -4 | 8 | -2 | 9 | -2 | 17
FBW7 activator | 0.6 | 0.2 | -0.1 | 0.2 | 0.0 | -0.1 | -0.5 | 0.0

49: CCCSc1nnc(NC(=O)C2CC2)s1
50: Cc1cc(=O)oc2ccc(OC(=O)c3cccs3)cc12
51: CN1CCCC1CCNC(=O)/C(=C/c1ccc[nH]1)NC(=O)c1ccco1 (stereo not given)
52: C#CCOc1ccc2c(c1)c(C(=O)OCC)c(C)n2CCc1ccccc1
53: CCCOc1ccc(C2C(C(=O)OCCc3ccccc3)=C(C)NC3=C2C(=O)CCC3)cc1 (stereo not given)
54: CSc1nc2ccc(NC(=O)C3CCCO3)cc2s1 (stereo not given)
55: C/C(=C\C(=O)N1CCN(C)CC1)C(=O)O
56: COc1ccc2cc(/C(C)=N/Nc3ccc(C(=O)O)cc3)ccc2c1
entry no. | 49 | 50 | 51 | 52 | 53 | 54 | 55 | 56
GPR151 activ | 0.0 | 2.0 | 1.6 | 0.1 | -0.2 | -0.4 | 0.9 | 0.5
TEAD-YAP block | -13 | 0 | 2 | -4 | 1 | -52 | 1 | 20
MITF primary | 4 | 7 | -2 | 16 | 17 | -1 | -7 | 7
FBW7 activator | -0.1 | 0.0 | 0.3 | 1.3 | 0.5 | 0.0 | -0.1 | 0.1

57: CCCCCCCCn1c(SCC(O)CO)nc2c1c(=O)[nH]c(=O)n2C (stereo not given)
58: COc1cccc(N(CC(=O)N(C)Cc2ccccc2)S(=O)(=O)c2ccc(C)cc2)c1
59: COc1ccc2cc(C)c3nn(CC(=O)NCc4ccco4)c(=O)n3c2c1
60: CCC(C)NC(=O)c1cccnc1SCC(=O)NCCc1ccccc1 (stereo not given)
61: CNCCC=C1c2ccccc2C=Cc2ccccc21
62: O=C(O)C1C2CCC(O2)C1C(=O)Nc1ccc(F)cc1 (stereo not given)
63: Cc1cnc(-c2oc3ccc(Br)cc3c(=O)c2C)cn1
64: Cc1cc2ccccc2n2c(=O)n(Cc3ccncc3)nc12
entry no. | 57 | 58 | 59 | 60 | 61 | 62 | 63 | 64
GPR151 activ | 3.3 | 2.5 | 0.6 | -1.4 | 1.1 | 0.4 | -1.2 | 0.9
TEAD-YAP block | -18 | -2 | 7 | -1 | / | -6 | -33 | 2
MITF primary | 4 | -5 | -6 | 19 | -3 | 16 | -1 | 10
FBW7 activator | 0.3 | -0.1 | 0.0 | 0.5 | -0.1 | 0.5 | 0.0 | 0.0

An excerpt of these results, in markdown:
| # | Molecule | GPR151 activ | TEAD-YAP block | MITF primary | FBW7 activator |
| --- | --- | --- | --- | --- | --- |
| 60 | CCC(C)NC(=O)c1cccnc1SCC(=O)NCCc1ccccc1 (stereo not given) | -1.4 | -1 | 19 | 0.5 |
| 58 | COc1cccc(N(CC(=O)N(C)Cc2ccccc2)S(=O)(=O)c2ccc(C)cc2)c1 | 2.5 | -2 | -5 | -0.1 |
| 61 | CNCCC=C1c2ccccc2C=Cc2ccccc21 | 1.1 | / | -3 | -0.1 |
| 63 | Cc1cnc(-c2oc3ccc(Br)cc3c(=O)c2C)cn1 | -1.2 | -33 | -1 | 0.0 |
| 59 | COc1ccc2cc(C)c3nn(CC(=O)NCc4ccco4)c(=O)n3c2c1 | 0.6 | 7 | -6 | 0.0 |
| 64 | Cc1cc2ccccc2n2c(=O)n(Cc3ccncc3)nc12 | 0.9 | 2 | 10 | 0.0 |
| 62 | O=C(O)C1C2CCC(O2)C1C(=O)Nc1ccc(F)cc1 (stereo not given) | 0.4 | -6 | 16 | 0.5 |

(continued)
65: CCc1nnc(NC(=O)c2ccc(Br)o2)s1
66: CC1CCC2(CC1)NC(=O)N(NC(=O)CN1c3cccc4cccc(c34)S1(=O)=O)C2=O (stereo not given)
67: Cc1ccc(OCCN(C)C(=O)CCC2(Cc3ccco3)CCC(=O)N2)cc1 (stereo not given)
68: Cc1ccc(C(=O)N2CCN3C(=O)[C@@H](C)NC(=O)[C@H]3C2)cc1F
69: COc1ccc2c(=O)c(-c3csc(C)n3)c(C(F)(F)F)oc2c1
70: COc1ccc(NC(=O)C(=O)N2N=C(CCC(C)C)CC2(O)C(F)(F)F)cc1 (stereo not given)
71: O=C1/C(=C/c2ccc(Br)cc2)C=C(c2ccccc2)N1c1ccccc1O
72: O=C(CSc1cc(N2CCCC2)ccc1[N+](=O)[O-])Nc1ccccc1
entry no. | 65 | 66 | 67 | 68 | 69 | 70 | 71 | 72
GPR151 activ | -1.3 | -0.4 | 1.7 | 4.2 | -0.3 | 1.0 | 1.6 | -1.5
TEAD-YAP block | 11 | 11 | 8 | 5 | -35 | -11 | -13 | -6
MITF primary | 10 | -1 | -3 | 12 | 4 | 5 | -3 | 19
FBW7 activator | -0.1 | 0.0 | 0.1 | -0.2 | 0.6 | 1.0 | -0.1 | 0.9

73: Cc1c(C(=O)CSc2ccccc2Cl)sc2ncnn12
74: CC(C)N1C(=O)CCC1C(=O)NCCc1ccccc1 (stereo not given)
75: O=C(NCc1ccccc1)c1csc(N2CCN(Cc3ccc4c(c3)OCO4)CC2)n1
76: O=S(=O)(Nc1ccc(O)c(Sc2nc3ccccc3s2)c1)c1ccc(F)cc1
77: O=c1[nH]c(=S)[nH]c(O)c1C=Nc1ccc(Cl)cc1Cl
78: COc1ccc(OC)c(NC(=O)c2cc3n(n2)C(C(F)(F)F)CC(c2ccc(OC)c(OC)c2)N3)c1 (stereo not given)
79: O=C(O)c1ccc(NC(CS(=O)(=O)Cc2ccccc2F)C(=O)O)c([N+](=O)[O-])c1 (stereo not given)
entry no. | 73 | 74 | 75 | 76 | 77 | 78 | 79
GPR151 activ | 0.1 | -0.1 | -0.3 | 0.9 | -0.6 | 1.3 | -0.8
TEAD-YAP block | 2 | -6 | 8 | -15 | -1 | -4 | 1
MITF primary | -2 | 9 | 20 | 2 | -4 | 11 | -3
FBW7 activator | -0.1 | 0.3 | 0.0 | 0.1 | -0.3 | 0.1 | 0.3

Full records from above. Screens in order: GPR151 activ | TEAD-YAP block | MITF primary | FBW7 activator
Results for `O=C(O)c1ccc(NC(CS(=O)(=O)Cc2ccccc2F)C(=O)O)c([N+](=O)[O-])c1` (stereo not given) → -0.8 | 1 | -3 | 0.3
Results for `O=c1[nH]c(=S)[nH]c(O)c1C=Nc1ccc(Cl)cc1Cl` → -0.6 | -1 | -4 | -0.3
Results for `Cc1c(C(=O)CSc2ccccc2Cl)sc2ncnn12` → 0.1 | 2 | -2 | -0.1
